ELG1 DNA repair: qHTS screen for small molecules that inhibit ELG1-dependent DNA repair in human embryonic kidney (HEK293T) cells expressing luciferase-tagged ELG1 | Potency, µM (highest dose often 46.1 µM), for the others: at the highest dose activity change, negative = inhibition, most hits filed as inhibitors | AID 504467, 2011 | HEK293T ELG1-luciferase reporter, luminescence, 16 h; DNA damage induced by 5-fluorouridine | hit rate 2.3% among 330,000; note: potency is the fitted concentration of half-maximal effect; % is set by controls: 0 for no effect and ±100 for the full control effect; nearly all actives have a fitted effect of over 55% in size
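Luminescence from the luciferase reporter, measured 30 min after ONE-Glo reagent at room temperature, was the read-out. Beforehand, 2,000 cells per well were exposed for 16 hr at 37 °C to 5-fluorouridine together with compound or vehicle.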
Menin MLL FP TR: qHTS Assay for Inhibitors Targeting the Menin-MLL Interaction in MLL Related Leukemias: Competition With Texas Red Labeled MLL-derived Mutant Peptide; O00255; Menin + Texas Red MLL mutant peptide, fluorescence polarization; Potency, µM (titrated, usually from 61.6 µM), inactives show at the highest dose FP activity change, negative = inhibition, actives largely listed as inhibitors; hit rate 0.23% among 270,000; active = well fitted inhibition curve with a large enough effect in the polarisation, with a control signal flat, not every such curve was filed as active; inconclusive = small, poorly fitted or top-dose-only effect, or effect the other way, or a change in a side signal; inactive = no such curve, though single readings can be large or run the other way; the % refers to the polarisation; note: potency is the fitted concentration of half-maximal effect; % of control where 0% means no effect; many of its hits are not listed in these tables
Target sequence (O00255 whole entry, looked up): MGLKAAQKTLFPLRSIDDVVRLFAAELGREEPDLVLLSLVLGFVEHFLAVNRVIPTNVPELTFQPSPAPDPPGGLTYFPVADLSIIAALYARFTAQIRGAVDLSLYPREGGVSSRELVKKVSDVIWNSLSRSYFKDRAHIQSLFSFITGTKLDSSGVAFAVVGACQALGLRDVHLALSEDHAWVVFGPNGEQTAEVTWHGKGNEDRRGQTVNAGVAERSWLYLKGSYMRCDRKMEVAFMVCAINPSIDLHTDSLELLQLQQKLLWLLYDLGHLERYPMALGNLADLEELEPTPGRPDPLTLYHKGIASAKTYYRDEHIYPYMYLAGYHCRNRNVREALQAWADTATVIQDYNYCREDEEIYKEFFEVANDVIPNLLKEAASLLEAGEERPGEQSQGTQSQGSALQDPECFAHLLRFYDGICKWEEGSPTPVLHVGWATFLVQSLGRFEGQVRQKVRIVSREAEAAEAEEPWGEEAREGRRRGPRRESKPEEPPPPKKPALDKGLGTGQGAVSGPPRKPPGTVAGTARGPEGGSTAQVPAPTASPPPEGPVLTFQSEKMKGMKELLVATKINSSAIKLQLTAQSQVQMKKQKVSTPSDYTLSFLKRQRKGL
RORg inh: qHTS for inhibitors of ROR gamma transcriptional activity | Drosophila S2 Gal4-RORgamma UAS-luciferase reporter, 20 h | Potency, µM (titrated, usually from 53.6 µM), for inactives: at the highest dose activity change, negative = inhibition, usual class: inhibitors | Nuclear receptor ROR-gamma (Mus musculus), P51450 | hit rate 5.4% among 310,000; note: potency is the fitted concentration of half-maximal effect; % is set by controls: 0 for no effect and ±100 for the full control effect; nearly all actives have a fitted effect of over 60% in size
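Using a luciferase readout, inhibitors were identified by reduced reporter activity in Drosophila cells coexpressing a copper-inducible Gal4–ROR gamma fusion and UAS-driven Photinus luciferase, incubated 20 hr after 700 uM copper sulfate.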
NPC1 promoter act: qHTS Assay for NPC1 Promoter Activators; Huh7 NPC1 promoter luciferase reporter, 24 h; Potency, µM (titrated, usually from 9.22 µM), inactives show at the top dose activation, usual class: activators; hit rate 2.4% among 320,000; AID 485313, 2010;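 note: potency is the fitted concentration of half-maximal effect; % of control where 0% means no effect; nearly all actives have a fitted effect of over 60% in size; reporter is driven by a mutant NPC1 promoter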
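Huh7 cells stably carrying NPC1 promoter–luciferase, plated in Opti-MEM with 10% FBS for 2 h, were exposed to compound in DMSO for 24 h at 37 °C; luciferase reagent was added for 10 min and luminescence read.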
FLuc modulator: qHTS profiling assay for firefly luciferase inhibitor/activator using purifed enzyme and Km concentrations of substrates (counterscreen for miR-21 project) | purified FLuc, Km substrates, luminescence inhibition | AID 588342, 2011 | Luciferin 4-monooxygenase (Photinus pyralis), P08659 | Potency, µM (series often up to 57.5 µM), without a hit: at the highest dose activity change, negative = inhibition, usual class: inhibitors | hit rate 6.9% among 360,000;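 note: potency is the fitted concentration of half-maximal effect; plate controls were vehicle for no effect and reference inhibitor for full effect; nearly all actives have a fitted effect of over 55% in size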
Target sequence (P08659 whole entry, looked up): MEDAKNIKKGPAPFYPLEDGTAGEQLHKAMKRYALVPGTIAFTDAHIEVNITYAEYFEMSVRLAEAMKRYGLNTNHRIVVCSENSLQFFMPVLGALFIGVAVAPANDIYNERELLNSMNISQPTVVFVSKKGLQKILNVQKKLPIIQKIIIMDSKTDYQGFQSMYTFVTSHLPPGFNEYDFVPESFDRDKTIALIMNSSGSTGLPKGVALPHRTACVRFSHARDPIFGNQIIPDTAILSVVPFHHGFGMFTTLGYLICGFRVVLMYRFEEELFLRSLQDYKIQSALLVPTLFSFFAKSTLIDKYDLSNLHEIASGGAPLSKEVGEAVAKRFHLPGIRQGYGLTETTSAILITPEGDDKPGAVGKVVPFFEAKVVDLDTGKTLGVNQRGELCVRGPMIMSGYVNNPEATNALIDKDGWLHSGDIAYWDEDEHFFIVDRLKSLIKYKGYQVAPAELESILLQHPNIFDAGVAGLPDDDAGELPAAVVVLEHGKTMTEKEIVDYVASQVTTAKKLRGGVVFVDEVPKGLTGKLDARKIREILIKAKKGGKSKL
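Purified P. pyralis luciferase (10nM final) with 10uM D-luciferin and 10uM ATP (Km levels) in 50mM Tris acetate pH 7.5, 10mM Mg acetate, 0.01% Tween-20, 0.05% BSA; qHTS 6-point titration, ~60 µM downward; luminescence read.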
VP16 counter: VP16 counterscreen qHTS for inhibitors of ROR gamma transcriptional activity. Drosophila S2 Gal4-VP16 UAS-luciferase, luminescence, 20 h. Potency, µM (series often up to 53.6 µM), for the others: top-dose activity, negative = inhibition, most hits filed as inhibitors. hit rate 3.5% among 310,000. AID 2546, 2010;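 note: Gal4-VP16 expression switched on by copper sulfate through the metallothionein promoter; potency is the fitted concentration of half-maximal effect; % is set by controls: 0 for no effect and ±100 for the full control effect; nearly all actives have a fitted effect of over 50% in size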
Mito fusion yeast: qHTS Assay for Small Molecule Inhibitors of Mitochondrial Division or Activators of Mitochondrial Fusion; S. cerevisiae fusion-defective mutant growth rescue, CellTiterGlo 48 h; Potency, µM (doses to about 46.1 µM), for inactives: top-dose growth rescue (activation), actives largely listed as activators; hit rate 0.23% among 320,000; AID 485298, 2010;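 note: potency is the fitted concentration of half-maximal effect; % of control where 0% means no effect; nearly all actives have a fitted effect of over 45% in size; temperature-sensitive fusion mutants such as fzo1-1 at 37 °C on non-fermentable ethanol glycerol medium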
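Yeast fusion mutant, YPEG (non-fermentable carbon), compound, 48 h at 37C non-permissive; CellTiterGlo added, 10 min RT, luminescence read. Rescued growth = division inhibition.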
Rab9 prom act: qHTS Assay for Rab9 Promoter Activators | Potency, µM (series often up to 9.22 µM), for inactives: at the highest dose activation, negative = inhibition, hits mostly activators | Huh7 Rab9 promoter-luciferase reporter, luminescence, 24 h | hit rate 2.8% among 320,000; note: potency is the fitted concentration of half-maximal effect; % of control where 0% means no effect; nearly all actives have a fitted effect of over 60% in size
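Cell-based reporter: Huh7 stable for Rab9 promoter-driven luciferase, plated in reduced-serum medium with 10% FBS at 1500 cells/well, compound-treated 24 h at 37 °C, luminescence read after 10 min reagent.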
PKM2 act: qHTS Assay for Activators of Human Muscle isoform 2 Pyruvate Kinase | hit rate 0.34% among 260,000 | Potency, µM (doses to about 57.5 µM), without a hit: at the highest dose activation, actives largely listed as activators | purified PKM2, Kinase-Glo ATP luminescence, activation; response scale: 0% is enzyme alone, no compound | Pyruvate kinase PKM (Homo sapiens), P14618; note: potency is the fitted concentration of half-maximal effect; % is set by controls: 0 for no effect and ±100 for the full control effect; nearly all actives have a fitted effect of over 55% in size
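Purified hPK-M2 (>95% pure) converted ADP (0.1 mM final) to ATP with 0.5 mM PEP in 50 mM imidazole pH7.2, KCl, MgCl2, Tween 20, BSA; 1 h at room temperature. ATP detected by Kinase-Glo luminescence.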
KCNH2 3.1 inh: qHTS for Inhibitors of KCHN2 3.1: Mutant qHTS | Potassium voltage-gated channel subfamily H member 2, brain isoform KCNH2 3.1 (human) | U2OS KCNH2 3.1, thallium flux FluxOr; hits give low values | activity change, % (tested at about 1.8 µM) | hit rate 0.95% among 340,000 | AID 720553, 2013;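 active = maximum activity change below -70%; inconclusive = maximum activity change from -70% to -50%; inactive = maximum activity change above -50%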;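 note: thallium influx rate constant from kinetic fluorescence after stimulation buffer; % is set by controls: 0 for no effect and ±100 for the full control effect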
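Kinetic fluorescence (2 min after stimulation buffer) measures Tl+ influx through KCNH2 3.1 expressed by viral transduction in U2OS cells; the rate constant is normalized against DMSO controls serving as positive and negative references.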
MBNL1 CUG block: qHTS Assay for Inhibitors of MBNL1-poly(CUG) RNA binding; hit rate 0.036% among 280,000; Muscleblind-like protein 1 (Homo sapiens), Q9NR56; Potency, µM (top dose mostly 57.5 µM), inactives show at the highest dose activity change, negative = inhibition, actives largely listed as inhibitors; TR-FRET MBNL1-His/biotin-(CUG)12 binding, 665/545 ratio; active = well fitted inhibition curve with a large enough effect in the signal ratio, with a control signal flat, not every such curve was filed as active; inconclusive = small, poorly fitted or top-dose-only effect, or effect the other way, or a change in a side signal; inactive = no such curve, though single readings can be large or run the other way; the % refers to the signal ratio; note: potency is the fitted concentration of half-maximal effect; % is set by controls: 0 for no effect and ±100 for the full control effect
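MBNL1-His + Biotin-(CUG)12, cpd titration 92 nM–58 uM; Tb anti-His Ab 0.055 ng/ul, SA-XL665 5 nM (final); 60 min RT; ratiometric 665/545 nm, Ex 340 nm; normalized to buffer and full-complex controls.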
* marks the source's active call; other numbers are inactive results; [ ] = another dose, or the depositor's remark. Unless noted, calls come from the whole dose curve; as a rule, active = well fitted curve in the direction sought with a large enough effect; inconclusive = small, poorly fitted or top-dose-only effect, or another doubt; inactive = no such curve, though single readings can be large; an effect the other way counts as inactive or inconclusive. This is a subset, so the mix of outcomes need not match the whole.

Screening O=C(Nc1cccnc1)c1ccc(S(=O)(=O)c2ccc(Cl)cc2)cc1 returned ELG1 DNA repair inconclusive, Menin MLL FP TR inconclusive, RORg inh inconclusive, NPC1 promoter act -7%, FLuc modulator -2%, VP16 counter inconclusive, Mito fusion yeast 15%, Rab9 prom act -13%, PKM2 act 12%, KCNH2 3.1 inh -1 and MBNL1 CUG block 1%.
For Nc1c(N(Cc2ccco2)C(=O)c2cccc(F)c2)c(=O)[nH]c(=O)n1Cc1ccccc1 the results were ELG1 DNA repair inconclusive, NPC1 promoter act 1%, FLuc modulator 2%, Mito fusion yeast -3%, Rab9 prom act -7% and KCNH2 3.1 inh 8.
`Cc1cnc(C(=O)OCC(=O)NCc2cccc(Cl)c2)cn1` gave ELG1 DNA repair 23%, NPC1 promoter act -3%, FLuc modulator 1%, Mito fusion yeast -1%, Rab9 prom act -7% and KCNH2 3.1 inh -8.
Cc1cc(=O)oc2cc(OCC(=O)NCCc3ccccc3)ccc12 was read as ELG1 DNA repair 10%, Menin MLL FP TR inconclusive, RORg inh 35%, NPC1 promoter act -4%, FLuc modulator -1%, VP16 counter -1%, Mito fusion yeast -5%, Rab9 prom act -7%, KCNH2 3.1 inh 10 and MBNL1 CUG block -1%.
CCOC(=O)C1=C(C)NC(=O)C(C(N)=O)C12CCCC2 (stereo unspecified) was read as ELG1 DNA repair 0%, Menin MLL FP TR -1%, RORg inh -1%, NPC1 promoter act -2%, FLuc modulator -2%, VP16 counter -3%, Mito fusion yeast 2%, Rab9 prom act -1%, PKM2 act -1%, KCNH2 3.1 inh 10 and MBNL1 CUG block -2%.
For COC(=O)c1ccc(-c2nn(C)c(=O)c3ccccc23)cc1 the results were ELG1 DNA repair inconclusive, Menin MLL FP TR 5%, RORg inh 35%, NPC1 promoter act -8%, FLuc modulator 6%, VP16 counter -2%, Mito fusion yeast 3%, Rab9 prom act 0%, PKM2 act 0%, KCNH2 3.1 inh 23 and MBNL1 CUG block 1%.
`O=C(CCCCCN1C(=O)c2ccccc2C1=O)NCCc1nc2ccccc2[nH]1` gave ELG1 DNA repair -29%, Menin MLL FP TR 0%[11.7 µM], RORg inh 13%, NPC1 promoter act -1%, FLuc modulator 4%, VP16 counter -9%, Mito fusion yeast 0%, Rab9 prom act 2%, PKM2 act 2%, KCNH2 3.1 inh -4 and MBNL1 CUG block 6%.
`Cc1ccc(C)c(NCc2ccccc2CO)c1` gave ELG1 DNA repair -2%, Menin MLL FP TR 13%, RORg inh 25%, NPC1 promoter act 0%, FLuc modulator 0%, VP16 counter -2%, Mito fusion yeast 7%, Rab9 prom act 0%, PKM2 act -2%, KCNH2 3.1 inh -3 and MBNL1 CUG block -2%.
For Cc1ccccc1-c1nsc(SCC(=O)Nc2ccc3c(c2)OCO3)n1 the results were ELG1 DNA repair 13%, Menin MLL FP TR inconclusive, RORg inh 26%, NPC1 promoter act -4%, FLuc modulator 3%, VP16 counter 17%, Mito fusion yeast 1%, Rab9 prom act 8%, PKM2 act 4%, KCNH2 3.1 inh 2 and MBNL1 CUG block -5%.
`O=C(Oc1cccnc1)c1cccc(Cl)c1` gave ELG1 DNA repair 0%, Menin MLL FP TR -4%, RORg inh 0%, NPC1 promoter act 6%, FLuc modulator -8%, VP16 counter -9%, Mito fusion yeast 4%, Rab9 prom act 6%, PKM2 act 1%, KCNH2 3.1 inh 2 and MBNL1 CUG block -11%.
`O=C(Nc1ccccc1C(=O)O)/C(=C/c1ccc(Cl)cc1Cl)NC(=O)c1ccco1` gave ELG1 DNA repair 10%, RORg inh 30%, NPC1 promoter act 1%, FLuc modulator -3%, VP16 counter -7%, Mito fusion yeast -1%, Rab9 prom act 5%, PKM2 act -7%, KCNH2 3.1 inh 5 and MBNL1 CUG block 7%.
`C1CCCN(CCCCN2CCCCCC2)CC1` gave Menin MLL FP TR 5%, RORg inh -14%, FLuc modulator 5%, VP16 counter -6%, Mito fusion yeast -1%, PKM2 act 0%, KCNH2 3.1 inh -12 and MBNL1 CUG block 2%.
CCn1c(SCC(=O)N2CCN(c3ccc(F)cc3)CC2)nc2ccccc2c1=O was read as ELG1 DNA repair -8%, Menin MLL FP TR -9%, RORg inh 3%, NPC1 promoter act 1%, FLuc modulator 1%, VP16 counter 4%, Mito fusion yeast 1%, Rab9 prom act 2%, PKM2 act -3%, KCNH2 3.1 inh -24 and MBNL1 CUG block 3%.
For COCCNC(=O)C(OC(=O)c1cccs1)c1ccccc1 (stereo unspecified) the results were ELG1 DNA repair 0%, Menin MLL FP TR -12%, RORg inh 8%, NPC1 promoter act 0%, FLuc modulator 7%, VP16 counter 2%, Mito fusion yeast 2%, Rab9 prom act 4%, PKM2 act 1%, KCNH2 3.1 inh 2 and MBNL1 CUG block -1%.
CSCCC(NS(=O)(=O)c1ccccc1F)C(=O)NCc1cccnc1 (stereo unspecified) was read as ELG1 DNA repair 8%, NPC1 promoter act 0%, FLuc modulator -1%, Mito fusion yeast 1%, Rab9 prom act -1% and KCNH2 3.1 inh -13.
`Cc1cccc(CCNC(=O)Cn2ncc3c([nH]c4ccccc43)c2=O)c1` gave ELG1 DNA repair 0%, RORg inh -14%, NPC1 promoter act 0%, FLuc modulator 1%, VP16 counter 0%, Mito fusion yeast 2%, Rab9 prom act -4%, KCNH2 3.1 inh 7 and MBNL1 CUG block 3%.
For CCN1CCC(NC(=O)c2cc(OC)c(OC)cc2OC)CC1 the results were ELG1 DNA repair -4%, Menin MLL FP TR inconclusive, RORg inh -10%, NPC1 promoter act -4%, FLuc modulator 3%[2.3 µM], VP16 counter -18%, Mito fusion yeast -3%, Rab9 prom act 12%, PKM2 act -2%, KCNH2 3.1 inh -6 and MBNL1 CUG block -5%.
For ClCc1nc2ccccc2c2ccccc12 the results were ELG1 DNA repair inconclusive, Menin MLL FP TR 14%, RORg inh -60%, NPC1 promoter act 1%, FLuc modulator 3%, VP16 counter inconclusive, Mito fusion yeast -29%, Rab9 prom act 1%, PKM2 act 2%, KCNH2 3.1 inh -6 and MBNL1 CUG block 22%.
`COC(Cc1nnc(SC)n1-c1ccc(Cl)cc1)OC` gave ELG1 DNA repair 7%, RORg inh -15%, NPC1 promoter act 2%, FLuc modulator 0%, VP16 counter 5%, Mito fusion yeast 4%, Rab9 prom act -1%, PKM2 act -3%, KCNH2 3.1 inh -5 and MBNL1 CUG block -5%.
`Cc1ccc(S(=O)(=O)N[C@@H](Cc2ccccc2)C(=O)N2CCC(C(=O)N[C@@H](CC(C)C)C(=O)O)CC2)cc1` gave ELG1 DNA repair 9%, Menin MLL FP TR -9%, RORg inh -2%, NPC1 promoter act 0%, FLuc modulator 1%, VP16 counter -5%, Mito fusion yeast 0%, Rab9 prom act 0%, KCNH2 3.1 inh -1 and MBNL1 CUG block -4%.
Screening CCN(CC)c1nc(-c2ccccc2)cc(C(F)(F)F)c1C#N returned ELG1 DNA repair 0%, Menin MLL FP TR 0%, RORg inh -19%, NPC1 promoter act 2%, FLuc modulator -2%, VP16 counter 19%, Mito fusion yeast -12%, Rab9 prom act -2%, PKM2 act -4%, KCNH2 3.1 inh 21 and MBNL1 CUG block -4%.
For COc1ccc(C(=O)c2c[nH]c(C(=O)NCc3cccs3)c2)cc1 the results were ELG1 DNA repair inconclusive, Menin MLL FP TR -4%, RORg inh 9%, NPC1 promoter act 13%, FLuc modulator 0%, VP16 counter -5%, Mito fusion yeast 1%, Rab9 prom act 1%, PKM2 act -5%, KCNH2 3.1 inh -33 and MBNL1 CUG block 21%.

Bioassay records (PubChem)
